CHRM4 PAM: CHRM4 positive allosteric modulation; CHO-K1 hM4/Gqi5, Fluo-8 calcium fluorescence, ACh EC20; 0% = ACh EC20, 100% = maximal ACh; activation, % at 3 µM; 0.4% of 360,000 active;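 active means activation above its plate's cutoff, the mean activation of sample wells plus 3 SD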; further: some results filed as inactive read as strong as hits
Target sequence (P08173 whole entry, looked up): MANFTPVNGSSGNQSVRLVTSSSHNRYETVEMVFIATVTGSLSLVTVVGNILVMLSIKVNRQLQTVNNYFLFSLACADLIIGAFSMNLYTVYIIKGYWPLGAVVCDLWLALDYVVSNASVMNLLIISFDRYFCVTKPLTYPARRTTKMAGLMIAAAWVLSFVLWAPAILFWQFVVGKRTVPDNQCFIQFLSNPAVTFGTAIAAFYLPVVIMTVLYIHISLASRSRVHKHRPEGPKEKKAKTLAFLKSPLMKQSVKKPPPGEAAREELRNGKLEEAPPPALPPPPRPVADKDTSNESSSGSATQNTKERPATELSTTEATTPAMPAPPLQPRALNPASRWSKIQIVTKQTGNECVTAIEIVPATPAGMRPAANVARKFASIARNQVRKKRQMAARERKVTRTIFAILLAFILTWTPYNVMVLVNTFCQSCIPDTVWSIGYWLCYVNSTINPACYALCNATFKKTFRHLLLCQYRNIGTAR
CRFR2-BP ag: CRF-BP/CRF-R2 complex agonism; activation, % at 13.2 µM; HEK293 CRF-R2/CRF-BP, calcium dye fluorescence (FLIPR); percent of saturating CRF peptide response; 0.46% of 350,000 active; AID 588473;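 active means activation of at least 50%, plus an integration ratio under a set limit after plate pattern correction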;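 further: plate controls were neutral control wells without compound for no effect and CRF at EC100 for full effect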
CHRM5 agonist: CHRM5 agonism in calcium assay; 0.19% of 360,000 active; P08912; activation, % at 3 µM; CHO-K1 hM5 cells, Fluo-8 calcium fluorescence; 0% DMSO wells, 100% maximal acetylcholine response;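 active means activation above the run's mean over test compounds plus 3 SD, cut at about 23% in these data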;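 further: signal is peak over basal fluorescence ratio across the kinetic read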
Target sequence (P08912 whole entry, looked up): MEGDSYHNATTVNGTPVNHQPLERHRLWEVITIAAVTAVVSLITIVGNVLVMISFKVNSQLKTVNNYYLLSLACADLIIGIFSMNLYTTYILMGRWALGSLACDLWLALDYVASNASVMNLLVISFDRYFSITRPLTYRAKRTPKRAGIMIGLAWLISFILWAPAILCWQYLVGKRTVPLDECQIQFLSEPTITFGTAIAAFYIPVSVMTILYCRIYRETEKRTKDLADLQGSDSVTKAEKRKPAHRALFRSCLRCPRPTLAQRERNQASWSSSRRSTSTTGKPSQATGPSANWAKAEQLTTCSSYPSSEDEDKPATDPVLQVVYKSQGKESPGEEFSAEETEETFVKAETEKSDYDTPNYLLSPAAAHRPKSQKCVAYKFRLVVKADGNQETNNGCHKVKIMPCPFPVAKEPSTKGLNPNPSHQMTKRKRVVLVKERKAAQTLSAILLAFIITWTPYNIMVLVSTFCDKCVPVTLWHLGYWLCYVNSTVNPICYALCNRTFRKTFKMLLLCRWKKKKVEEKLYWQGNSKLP
TAAR1 agonist: human TAAR1 agonism. 0.99% of 360,000 active. activation, % at 3 µM. CHO RD-HGA16 TAAR1, Fluo-8 calcium fluorescence; vehicle wells 0%, saturating PEA agonist 100%;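 active means activation above the mean activation of all test compounds in the run plus 3 SD, cut at about 38% in these data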
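Assay system: CHO-derived RD-HGA16 cells with stable Gα16 and human TAAR1; timing: 17-24 h seeding, 75 min 37 °C dye, 30 min RT; read-out: % activation from peak over basal fluorescence ratio, DMSO-to-PEA scaled; measured by: kinetic Fluo-8 calcium fluorescence; benchmarks: low control DMSO, high control PEA (EC100); doses: 3 µM single concentration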
TAAR1 antag: antagonists of human TAAR1 | Q96RJ0 | inhibition, % at 3 µM | 1.5% of 360,000 active | CHO RD-HGA16 TAAR1, Fluo-8 calcium fluorescence, antagonist;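 active means inhibition above a per-plate cutoff, the mean inhibition of test compounds on that plate plus 3 SD, cut at about 49% in these data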;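 further: 0% = DMSO plus EC80 beta-PEA response and 100% = DMSO alone without agonist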
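test system = CHO RD-HGA16 cells bearing hTAAR1 | replication = singlicate | controls = DMSO-only wells and EC80 β-PEA-stimulated wells | reagent = EC80 β-phenethylamine stimulus | read-out basis = percent inhibition of PEA-evoked calcium signal, max/basal emission ratio | schedule = seeding 17-24 h prior, 75-min 37 °C, 30-min RT dye loading | signal = kinetic Fluo-8 calcium fluorescence measurement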
M5 PAM: positive allosteric modulators of human muscarinic M5 receptor; CHO-K1 hM5, Fluo-8 calcium, ACh EC20 PAM; 0% = ACh EC20, 100% = ACh EC100; activation, % at 3 µM; P08912; 0.3% of 360,000 active; AID 624038;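 active means activation above the run cutoff, the mean activation of all test compounds plus 3 SD, cut at about 18% in these data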
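System – CHO-K1 hM5 cells · Compound – 3 µM, single dose · Incubation – compound preincubation 140 s before EC20 acetylcholine addition · Technique – Fluo-8 calcium fluorescence · Measure – Max/basal fluorescence ratio as % of EC20–EC100 ACh window · Benchmarks – low control EC20 acetylcholine (0%), high control EC100 acetylcholine (100%) · Replication – singlicate, one well per test compound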
CRFBP-R2 block: antagonists of CRF-binding protein/CRF-R2 receptor complex. HEK293 CRF-R2/CRF-BP, CRF-induced calcium fluorescence. inhibition, % at 11.8 µM. 0.59% of 350,000 active;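 active means inhibition of the ligand-induced calcium signal above about 50% at the single tested concentration, limit read from the data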
CHRM5 antagonist: CHRM5 antagonism in calcium assay; 0.59% of 360,000 active; CHO-hM5 cells, Fluo-8 calcium fluorescence, ACh EC80; inhibition, % at 3 µM; AID 624040;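 active means inhibition above a per-plate cutoff, the mean of that plate's test compounds plus 3 SD, cut at about 27% in these data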;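 further: 0% = acetylcholine EC80 with DMSO and 100% = DMSO without agonist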
CHO-K1 Ca PAM: nonselective activator or artifact in parental CHO-K1 calcium assay. ATP EC20, Fluo-8 calcium fluorescence; 0% at ATP EC20, 100% at ATP max. activation, % at 3 µM. 0.02% of 360,000 active;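 active means activation above the run cutoff, the mean activation of all test compounds plus 3 SD, cut at about 40% in these data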;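 further: peak over basal fluorescence ratio in a 140 s read after ATP addition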
* hit, by the source's call; . = not tested or not shown. Rows were taken by chance, and some 4.2% of all compounds hit somewhere here.

nr	SMILES	CHRM4 PAM	CRFR2-BP ag	CHRM5 agonist	TAAR1 agonist	TAAR1 antag
1	CC(C)(C)NC(=O)NC(=O)COC(=O)Cc1coc2ccc3ccccc3c12	-23	-1.3	0	7	52*
2	CCC(CO)Oc1cc(NCc2cccc(O)c2)c2ncn(C(C)C)c2c1 (stereo unspecified)	15	-2.4	6	8	4
3	Cc1sc(NC(=O)/C=C/c2ccc(C(C)C)cc2)c(C#N)c1C	5	-0.4	0	8	0
4	COC(=O)CN(Cc1ccccc1)S(=O)(=O)c1ccc(OC)c(OC)c1	3	0.8	-1	2	-7
5	C[C@H](NC(=O)c1nc[nH]c1C(=O)NC(c1ccccc1)c1ccccc1)C(=O)OC(C)(C)C	-4	-0.9	-8	1	38
6	CC(C)Sc1nnc(NC(=O)C2CC2)s1	8	-1.4	3	0	2
7	COc1ccc(C(=O)CCNc2ccc(F)cc2)cc1	4	-1.5	4	3	13
8	CCN(Cc1ccccc1)S(=O)(=O)c1ccc(C(=O)Nc2nnc(C)o2)cc1	0	-0.3	-2	1	-19
9	N#Cc1nc(Cc2cccc3ccccc23)oc1NCCN1CCOCC1	2	-1.4	-2	9	-16
10	O=C(CCC(=O)N1CCOc2ccccc21)N1CCCCC1	6	1.3	1	2	-4
11	CCOC(=O)CC1C(=O)NCCN1C(=S)Nc1ccccc1 (stereo unspecified)	10	-1.2	-1	8	-19
12	COc1ccc(N(C(C)C(=O)N2CCCC2)S(C)(=O)=O)cc1 (stereo unspecified)	-2	-0.3	2	3	3
13	Cc1cccc(C(=O)OC2CCOC2=O)c1O (stereo unspecified)	-2	-2.0	-1	1	-27
14	Cc1nc2c3ccccc3nc(NNC(=O)CCC(=O)NCCN3CCN(c4ccccc4F)CC3)n2n1	3	0.7	-2	.	.
15	CCCCNC(=S)NCc1ccc2[nH]c(C)cc2c1	-8	-0.1	0	0	7

nr	M5 PAM	CRFBP-R2 block	CHRM5 antagonist	CHO-K1 Ca PAM
1	-11	-38	6	21
2	1	1	8	4
3	-4	-3	-3	2
4	0	3	-4	17
5	-12	6	10	-2
6	0	0	-3	9
7	10	7	4	7
8	1	12	0	10
9	-5	-8	-3	5
10	-2	9	-1	19
11	-2	17	2	12
12	-5	21	1	9
13	-1	3	12	14
14	-3	-18	0	-1
15	-15	18	3	-2

Reprinted from the part before: two entries; new compounds follow.
nr	SMILES	CHRM4 PAM	CRFR2-BP ag	CHRM5 agonist	TAAR1 agonist	TAAR1 antag
14	Cc1nc2c3ccccc3nc(NNC(=O)CCC(=O)NCCN3CCN(c4ccccc4F)CC3)n2n1	3	0.7	-2	.	.
15	CCCCNC(=S)NCc1ccc2[nH]c(C)cc2c1	-8	-0.1	0	0	7
16	CCOc1ccc(C(=O)N2CCc3ccccc32)cc1	-3	-5.2	-6	-1	-3
17	CCCCCC(=O)Nc1cccc(C2=NOC3(C2)C[C@@H](C(N)=O)N(C(=O)Cc2ccc([N+](=O)[O-])cc2)C3)c1 (stereo partly specified)	0	-1.0	-1	4	0
18	CCCCN(CCCC)S(=O)(=O)c1ccc(NC(=O)CN2CCOCC2)cc1	12	-4.0	-3	.	.
19	CC(=O)NC(c1ccc(F)c(F)c1)c1nc(-c2ccccc2C)cs1 (stereo unspecified)	1	.	0	13	-8
20	COc1ccc(N2CC(C(=O)N3CCN(Cc4ccc5c(c4)OCO5)CC3)CC2=O)cc1 (stereo unspecified)	2	-1.6	0	2	-11
21	Nc1c(N(Cc2ccccc2)C(=O)CCc2ccccc2)c(=O)[nH]c(=O)n1Cc1ccccc1	-4	4.6	2	-2	0
22	CC1(OC(=O)C2CCCC2)C(=O)C=C2C=C(c3ccsc3)N(C3CCCC3)C=C2C1=O (stereo unspecified)	6	0.8	39*	4	7
23	O=C(c1ccc(CN2CCc3ccccc3C2)cc1)N1CCN(c2ccccc2)CC1	-5	-1.4	-3	1	-11
24	O=c1c2c([nH]c3ccccc13)CCC2	-9	-1.7	4	2	-12
25	Cc1ccnc(N2CCC(C(=O)Nc3nnc(C)s3)CC2)n1	10	0.6	1	4	-13
26	COC(=O)Cc1csc(Nc2ccccc2Cl)n1	0	1.2	0	-1	14
27	Cn1cccc1C1CCCN1CC(=O)Nc1ccc(F)c(F)c1F (stereo unspecified)	5	-0.4	-3	-1	0
28	O=C(CN1CCN(C(c2ccccc2)c2ccccc2)CC1)NC(=O)NCc1ccco1	-3	-0.1	-13	17	-18
29	COc1ccc(-c2nnn(CC(=O)NCCc3c[nH]c4ccccc34)n2)cc1OC	5	-1.9	7	11	17
30	O=C(Cn1ncc(N2CCOCC2)c(Cl)c1=O)c1ccc(Cl)cc1	-3	0.3	-2	1	17

nr	M5 PAM	CRFBP-R2 block	CHRM5 antagonist	CHO-K1 Ca PAM
14	-3	-18	0	-1
15	-15	18	3	-2
16	-1	-6	6	5
17	-7	10	13	15
18	-1	-7	-1	19
19	-6	.	7	5
20	3	2	7	19
21	-4	6	8	-11
22	-8	4	1	9
23	-9	30	9	14
24	7	5	-1	0
25	-2	-5	-1	0
26	-1	10	2	21
27	5	0	8	13
28	-4	39	-1	-9
29	-8	20	1	20
30	6	4	3	13

The list continues.
nr	SMILES	CHRM4 PAM	CRFR2-BP ag	CHRM5 agonist	TAAR1 agonist	TAAR1 antag
31	CCNc1nnc(SCC(=O)c2c(N)n(C3CC3)c(=O)[nH]c2=O)s1	4	-1.1	0	6	7
32	Cc1ccc2c(c1)C(=O)N1c3cc(C)c(C)cc3NC(=O)C1C(=O)N2 (stereo unspecified)	-2	.	3	1	-6
33	CC(C)C(NC(=O)CCNC(=O)c1ccc([N+](=O)[O-])cc1)c1nc2ccccc2[nH]1 (stereo unspecified)	7	1.2	0	8	2
34	NC(=O)C1(N2CCCCC2)CCN(CC(=O)Nc2ccccc2Sc2ccccc2)CC1	5	-1.1	-1	14	-9
35	CCCCN(CC)C(=O)c1ccc(Cl)cc1	0	0.8	1	-2	2
36	O=C(NNC(=O)c1ccc2ccccc2c1)Nc1ccc(F)cc1	-2	-1.1	-3	7	-30
37	C=CCN(C(=O)c1csnn1)C(C(=O)NCc1ccc(F)cc1)c1ccccc1 (stereo unspecified)	-9	-0.5	1	10	23
38	O=C(C1=COCCO1)N(Cc1nnc(-c2ccccc2Cl)o1)C1CC1	5	-2.1	7	3	8
39	CS(=O)(=O)c1ccc(C(=O)OCC(=O)NC2CCS(=O)(=O)C2)cc1[N+](=O)[O-] (stereo unspecified)	-2	-1.1	4	1	-10
40	COc1ccc(OCC(=O)O/N=C(\N)Cc2cccs2)cc1	-2	-8.2	-3	14	-6
41	CC(C)CN(C(=O)COC(=O)c1ccccc1Sc1ccccc1C#N)C1CCS(=O)(=O)C1 (stereo unspecified)	2	-1.2	4	3	-4
42	CCn1cnc2cc(NC(=O)c3ccc(C)cc3)ccc21	2	-0.8	4	1	-9
43	CCOc1cc(/C=N/NC(=O)c2ccc(CN3CCOCC3)cc2)ccc1OC	1	-1.3	0	3	19
44	Cc1ccc(Cl)c(OCC(=O)Nc2ccc(S(=O)(=O)NC3=NCCCCC3)cc2)c1	-4	-4.7	6	5	-2
45	COc1ccccc1C1Nc2ccccc2NC2=C1C(=O)CC(C)(C)C2 (stereo unspecified)	-2	-0.7	-1	1	-4

nr	M5 PAM	CRFBP-R2 block	CHRM5 antagonist	CHO-K1 Ca PAM
31	-3	8	1	-13
32	-3	.	8	17
33	10	-3	0	18
34	-3	-16	2	19
35	-7	2	13	6
36	-2	11	2	16
37	-11	-5	6	0
38	-1	9	-1	17
39	5	9	0	7
40	1	39	-9	10
41	4	18	-3	26
42	-4	23	-11	9
43	7	11	-9	11
44	-8	-16	-1	-16
45	2	3	2	12

The listing continues.
nr	SMILES	CHRM4 PAM	CRFR2-BP ag	CHRM5 agonist	TAAR1 agonist	TAAR1 antag
46	COc1cc(OC)c2c(C)c(Cl)c(=O)oc2c1	1	0.4	-4	2	-2
47	COc1ccc(S(N)(=O)=O)cc1C(=O)OCC(=O)NC(C)(C#N)C1CC1 (stereo unspecified)	8	-0.5	-1	4	-14
48	Clc1ccccc1Sc1ccc(-c2ccccn2)s1	-5	-0.4	3	3	-27
49	Cn1c(=O)c2c(nc3sccn32)n(C)c1=O	16	-2.5	-2	15	10
50	CCCN1CCC(=NNc2ccc(C(=O)O)cc2)CC1	-3	-0.9	3	1	-10
51	C=CCC(C)(NCc1ccccc1)c1ccccc1 (stereo unspecified)	-3	0.3	-11	16	-25
52	COc1ccc(CC(=O)Oc2ccc(Br)cc2F)cc1S(=O)(=O)N1CCOCC1	-6	1.5	-2	3	-26
53	Nc1ccc2nc(-c3cccnc3)[nH]c2c1	-25	-2.0	3	1	-13
54	CCOc1ccc(CCNc2nc3ccc(C)cc3n3cnnc23)cc1OCC	-2	-0.4	-3	5	-7
55	COc1ccccc1N1CCN(C(=O)CSc2nc3ccccc3c(=O)n2CC2CCCO2)CC1 (stereo unspecified)	-2	-1.2	-2	11	29
56	CCOC(=O)Cc1csc2nc(-c3ccccc3)nn12	-6	-1.3	-1	3	-1

nr	M5 PAM	CRFBP-R2 block	CHRM5 antagonist	CHO-K1 Ca PAM
46	12	27	-6	14
47	-2	21	9	-12
48	-1	-8	10	-2
49	4	-11	-3	10
50	5	-4	0	2
51	6	2	0	18
52	0	9	-4	0
53	-16	9	9	15
54	-6	-19	4	-3
55	-15	0	12	8
56	1	4	3	-6

By substructure, the compounds so far containing fluorine
nr	SMILES	CHRM4 PAM	CRFR2-BP ag	CHRM5 agonist	TAAR1 agonist	TAAR1 antag
7	COc1ccc(C(=O)CCNc2ccc(F)cc2)cc1	4	-1.5	4	3	13
14	Cc1nc2c3ccccc3nc(NNC(=O)CCC(=O)NCCN3CCN(c4ccccc4F)CC3)n2n1	3	0.7	-2	.	.
19	CC(=O)NC(c1ccc(F)c(F)c1)c1nc(-c2ccccc2C)cs1 (stereo unspecified)	1	.	0	13	-8
27	Cn1cccc1C1CCCN1CC(=O)Nc1ccc(F)c(F)c1F (stereo unspecified)	5	-0.4	-3	-1	0
36	O=C(NNC(=O)c1ccc2ccccc2c1)Nc1ccc(F)cc1	-2	-1.1	-3	7	-30
37	C=CCN(C(=O)c1csnn1)C(C(=O)NCc1ccc(F)cc1)c1ccccc1 (stereo unspecified)	-9	-0.5	1	10	23
52	COc1ccc(CC(=O)Oc2ccc(Br)cc2F)cc1S(=O)(=O)N1CCOCC1	-6	1.5	-2	3	-26

nr	M5 PAM	CRFBP-R2 block	CHRM5 antagonist	CHO-K1 Ca PAM
7	10	7	4	7
14	-3	-18	0	-1
19	-6	.	7	5
27	5	0	8	13
36	-2	11	2	16
37	-11	-5	6	0
52	0	9	-4	0
